PrPC TRFRET – inhibitors of human cell surface prion protein PrPC, primary screen, cell-based, TR-FRET; Major prion protein (Homo sapiens), P04156; TR-FRET read-out; inhibition, % at 13.8 µM; actives 0.43% (n = 370,000); AID 720596, 2013; in the data active = inhibition above about 24%; note: 0% = median of the test wells and 100% = reference compound wells
MazF activator – activators of E. coli MazEF toxin-antitoxin RNase, primary screen, biochemical, fluorescence, uHTS. FAM/BHQ RNA-DNA oligo cleavage fluorescence, 5 h. activation, % at 20 µM. actives 0.32% (n = 350,000). Endoribonuclease toxin MazF (Escherichia coli (strain K12)), P0AE70; in the data active = activation above about 50%
Target sequence (P0AE70 whole entry, looked up): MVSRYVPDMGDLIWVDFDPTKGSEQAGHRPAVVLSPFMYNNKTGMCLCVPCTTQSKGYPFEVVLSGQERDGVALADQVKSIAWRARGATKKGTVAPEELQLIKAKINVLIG
Mtb BioA inh – M. tuberculosis BioA enzyme inhibitors, primary screen, biochemical, plate reader, single point, HTS | 7,8-diaminopelargonic acid synthase BioA (Mycobacterium tuberculosis) | actives 0.096% (n = 360,000) | AID 602481, 2012 | purified M. tuberculosis BioA enzyme | inhibition, % at 9.99 µM; in the data active = inhibition above about 40%; inconclusive = no clear call, values can overlap the other calls
GDH-TPI counter – GDH-TPI coupling enzyme inhibitors, primary screen, artefact control for M. tuberculosis FBA inhibitor project, biochemical, absorbance, full deck; GDH-TPI coupled enzyme counterscreen, NADH absorbance; inhibition, % at 4.8 µM; actives 1.2% (n = 360,000); AID 588335, 2011; in the data active = inhibition above about 30%;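 note: 0% = DMSO wells and 100% = wells lacking the enzyme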
Rv3671c protease – Rv3671c serine protease inhibitors, primary screen, biochemical, fluorescence polarization, M. tuberculosis H37Rv | inhibition, % at 5.96 µM | P9WHR9 | AID 2606, 2010 | actives 0.048% (n = 320,000); in the data active = inhibition above about 38%;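 note: extracellular domain of Rv3671c used as enzyme; 0% = enzyme with DMSO and 100% = no enzyme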
Target sequence (P9WHR9 whole entry, looked up, the tested form may be a part): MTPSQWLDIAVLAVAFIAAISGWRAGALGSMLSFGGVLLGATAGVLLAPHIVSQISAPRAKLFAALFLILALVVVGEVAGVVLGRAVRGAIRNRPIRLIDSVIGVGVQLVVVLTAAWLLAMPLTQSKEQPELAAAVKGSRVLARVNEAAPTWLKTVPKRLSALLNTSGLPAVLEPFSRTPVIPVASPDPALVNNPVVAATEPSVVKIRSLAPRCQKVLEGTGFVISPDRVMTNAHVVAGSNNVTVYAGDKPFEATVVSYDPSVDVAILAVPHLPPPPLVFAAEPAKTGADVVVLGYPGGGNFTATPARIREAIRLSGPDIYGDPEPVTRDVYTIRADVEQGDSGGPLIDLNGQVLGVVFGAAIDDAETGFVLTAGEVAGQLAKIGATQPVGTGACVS
BoNT F protease – BoNT/F light chain protease inhibitors, primary screen, biochemical, flow cytometry, MLPCN library; Botulinum neurotoxin type F light chain protease (Clostridium botulinum); Multiplex microsphere protease cleavage assay; inhibition, % at 10 µM; actives 0.22% (n = 360,000); in the data active = inhibition above about 35%, passing the limit was not always enough; inconclusive = no clear call, values can overlap the other calls; note: plate controls were buffer without enzyme for full effect and enzyme alone for no effect
Mtb UGM inh – M. tuberculosis UGM enzyme inhibitors, primary screen, biochemical, fluorescence polarization, single point; actives 0.06% (n = 320,000); UDP-galactopyranose mutase (Mycobacterium tuberculosis (strain ATCC 25618 / H37Rv)), …; inhibition, % at 10 µM; purified UGM, fluorescence polarization probe displacement; in the data active = inhibition above about 10%, passing the limit was not always enough; inconclusive = no clear call, values can overlap the other calls
Target sequence (P9WIQ1 whole entry, looked up): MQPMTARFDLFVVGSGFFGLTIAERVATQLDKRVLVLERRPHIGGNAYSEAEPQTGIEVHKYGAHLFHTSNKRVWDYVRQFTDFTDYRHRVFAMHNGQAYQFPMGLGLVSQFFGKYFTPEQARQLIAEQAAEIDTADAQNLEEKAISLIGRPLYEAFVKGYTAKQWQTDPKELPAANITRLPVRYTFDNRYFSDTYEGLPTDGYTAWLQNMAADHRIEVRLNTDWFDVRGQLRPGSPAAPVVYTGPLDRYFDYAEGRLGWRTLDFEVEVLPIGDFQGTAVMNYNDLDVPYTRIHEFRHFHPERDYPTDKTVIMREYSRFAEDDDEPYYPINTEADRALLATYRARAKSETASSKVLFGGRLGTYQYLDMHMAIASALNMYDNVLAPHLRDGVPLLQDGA
FBA Mtb inh – Mtb FBA enzyme inhibitors, primary screen, biochemical, fluorescence, strain H37Rv; purified M. tuberculosis FBA, fluorescence read-out; Fructose-bisphosphate aldolase (Mycobacterium tuberculosis (strain ATCC 25618 / H37Rv)), …; inhibition, % at 1 µM; actives 2.3% (n = 360,000); in the data active = inhibition above about 27%;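 note: 0% = vehicle and 100% = reference inhibitor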
FadD28 binding – inhibitors of FadD28 bisubstrate probe binding, primary screen, biochemical, fluorescence polarization, single point. Mycobacterium tuberculosis FadD28 fatty-acid-AMP ligase. inhibition, % at 12.5 µM. actives 0.22% (n = 360,000). AID 588549, 2011; in the data active = inhibition above about 8.5%, passing the limit was not always enough; inconclusive = no clear call, values can overlap the other calls
* hit, by the source's call; ? = inconclusive; . = not tested or not shown.

SMILES | PrPC TRFRET | MazF activator | Mtb BioA inh | GDH-TPI counter | Rv3671c protease | BoNT F protease | Mtb UGM inh | FBA Mtb inh | FadD28 binding
CCCCN(CC)CCCNC(=O)c1ccc(CSc2nc3ccncc3[nH]2)cc1 | 6 | 3 | -0.8 | 6 | -2 | -5 | -1.9 | -3 | 0.0
COc1ccc2nc3cc(Cl)ccc3c(Nc3cc(CN4CCCC4)c(O)c(CN4CCCC4)c3)c2n1 | 45* | . | 7.7 | 22 | 5 | -123 | -1.1 | 5 | -7.4
CC(C)(C)OC(=O)N1CCC[C@@H]1C(=O)N1CCC(C(=O)O)CC1 | 0 | 3 | -0.4 | 3 | -3 | 3 | -2.4 | -2 | 0.1
COc1ccc(NC(=O)Cn2c(-c3ccccc3)cn(-c3ccc(C)cc3)c2=O)cc1 | -1 | -4 | 1.3 | -12 | -3 | -2 | -0.5 | 0 | 0.3
Cc1cc(C)nc(/N=C(\N)Nc2cccc([N+](=O)[O-])c2)n1 | -10 | 4 | 1.2 | 7 | 4 | -4 | 1.2 | 1 | -1.1
COc1ccc(C(=O)N/C(=C/c2ccco2)C(=O)N2CCCCCC2)cc1 | -5 | -15 | -1.1 | 13 | -6 | 6 | 0.9 | 0 | -0.8
CC(=O)Nc1ccc2sc(NC(=O)CN3CCOCC3)nc2c1 | 1 | 6 | 0.0 | 3 | . | -8 | 1.6 | 1 | 0.9
CCn1c(SCC#N)nc2c(c1=O)C1(CCCC1)Cc1ccccc1-2 | 10 | -5 | -2.0 | 8 | -6 | -7 | -1.8 | -1 | -2.9
CC1NC(=O)N(C)[C@@H]2NC(=O)N(C)C(c3ccc([N+](=O)[O-])cc3)[C@@H]12 (stereo partly specified) | 2 | 12 | -1.6 | -10 | -5 | -4 | 0.1 | -1 | -2.7
O=C(CNS(=O)(=O)c1ccc(Cl)cc1)OCC(=O)N1CCCc2ccccc21 | -2 | -1 | . | 3 | 1 | 0 | -5.1 | -5 | -4.5
CC(C)N=C(Nc1ccc(Cl)cc1)c1cccnc1 | -2 | 1 | 0.3 | 1 | 4 | 3 | 1.5 | 0 | -1.9
COC(=O)C1=C(C(=O)OC)C(C(=O)OC)C(C(=O)OC)C(C(=O)OC)(C(=O)OC)C(C(=O)OC)=C1C(=O)OC (stereo unspecified) | 1 | 3 | . | -3 | . | 4 | . | -1 | 0.4
Cc1ccc(NC(=O)c2ccco2)nc1 | 7 | 0 | -2.6 | 7 | . | 1 | . | 5 | -1.7
COc1cc(CNC(=O)C2CCC(=O)N(C3CCCCCC3)C2)cc(OC)c1 (stereo unspecified) | -5 | 2 | 0.0 | 3 | -1 | -10 | -1.3 | 0 | -0.9
Cc1cc(NC(=O)COC(=O)c2cccc(O)c2)no1 | -9 | 10 | . | 2 | 4 | 2 | -0.1 | 3 | 3.4
N#C/C(=C\c1cccc(Br)c1)C(=O)N1CCCCC1 | 1 | 8 | 1.6 | -2 | -2 | 2 | 1.1 | -3 | -1.6
O=C(O)C1CSC(c2coc3ccccc3c2=O)N1 (stereo unspecified) | -6 | 3 | . | 11 | -3 | 2 | 0.2 | 5 | -3.3
CCCCn1c(O)c(C(C)=NCCCN(CC)CC)c(=O)[nH]c1=O | 1 | 1 | -1.9 | 3 | 6 | -4 | -1.2 | 1 | -0.4
CCCS(=O)(=O)NC(=O)C1(C)CCCN(C(=O)c2c(OC)cccc2OC)C1 (stereo unspecified) | -1 | . | 1.2 | 1 | . | 0 | . | 0 | -0.8
COc1ccc(NC(=O)Cc2ccccc2F)cc1S(=O)(=O)N1CCCCC1 | -1 | 3 | -1.9 | -1 | -5 | -9 | . | 0 | -3.0
COc1ccc(/C=C/C(=O)Nc2cccc(N3CCOCC3)c2)cc1OC | -13 | -4 | . | 22 | -4 | -1 | -2.0 | -1 | -3.6
CCOC(=O)N/N=C/c1cc(C)n(-c2cccc3ccccc23)c1C | -2 | 6 | 1.4 | 7 | -10 | -8 | 0.0 | 0 | -3.8
CCCCOC(=O)C1CCCC(C)N1 (stereo unspecified) | -7 | 3 | -0.9 | 3 | 3 | 3 | -2.0 | 1 | -0.1
Cc1ccc(N)cc1S(=O)(=O)N(C)C | -4 | 6 | . | -3 | -2 | 5 | 0.1 | -2 | -0.7
O=C(Nc1cccc(Cl)c1)c1ccc(OC(=S)N2CCOCC2)cc1 | 0 | 4 | . | -4 | 0 | -4 | 2.0 | -8 | -2.1
CC(=O)Nc1nc(C)c(C(C)=O)s1 | 7 | 6 | 1.2 | 7 | -1 | -31 | 1.0 | -5 | 0.1
O=C(Nc1ccccc1O)c1ccc(Cl)cc1 | 4 | -2 | 2.5 | 0 | -2 | 8 | 2.1 | 3 | -0.6
CCOc1ccc(/C=N/NC(=O)c2cc3ccccc3cc2OC)cc1 | 7 | -2 | -3.3 | 23 | -7 | -2 | -0.3 | 3 | -4.8
CCN1CCN(Cc2c(O)ccc3c2O/C(=C\C=C\c2ccccc2)C3=O)CC1 | -38 | -100 | . | 22 | 20 | 5 | 2.5 | -6 | -1.3
Cc1cccnc1NC(=O)c1ccc2nc(N)sc2c1 | 5 | -5 | -0.8 | -4 | 2 | 2 | -0.6 | 0 | -3.1
O=C(O)c1ccccc1-c1ccccc1C(=O)Nc1ccc(OC(F)(F)F)cc1 | 5 | -4 | -0.5 | 18 | . | 18 | 1.9 | 0 | -0.4
Nc1nnn(CC(=O)N/N=C/c2ccccc2)n1 | 7 | 2 | . | 10 | 2 | -5 | 0.7 | 0 | -1.6
O=C(Nc1ccc(S(=O)(=O)N2CCCC2)cc1)c1ccccc1 | -2 | -10 | -1.2 | 1 | 5 | ? | 3.9 | -2 | -4.3
COc1cc2c(cc1OC)CN(CC(=O)Nc1ccc(F)cc1)C(C(=O)O)C2 (stereo unspecified) | -8 | 7 | 0.8 | -5 | -21 | 24 | -2.9 | -1 | -4.3
COc1ccccc1C(=O)NNS(=O)(=O)c1ccc(F)cc1 | -3 | 7 | -0.7 | -1 | -1 | ? | -2.2 | 2 | -0.3
CN(C)c1ncnc2c1ccn2C1OC(CO)C(O)C1O (stereo unspecified) | 2 | 8 | 0.5 | 11 | . | 0 | . | 0 | 0.0
O=C(c1cc(-c2ccc3c(c2)OCO3)on1)N1CCN(c2ccc(F)cc2)CC1 | -2 | -10 | -1.5 | 3 | 2 | -18 | . | 2 | 0.5
COc1ccc(CONS(=O)(=O)c2ccc(NC(C)=O)cc2)cc1Cl | -1 | -3 | 2.0 | -1 | -9 | -1 | 3.4 | 0 | -10
CC1CCN(C(=O)CN(c2ccc3c(c2)OCCO3)S(=O)(=O)c2ccccc2)CC1 | 1 | 0 | 2.1 | 3 | 4 | -6 | -1.8 | -6 | -2.0
O=C(CCN1C(=O)c2ccccc2C1=O)Nc1cccc(F)c1 | 8 | 4 | 0.4 | -11 | -6 | 6 | 0.6 | 3 | -6.3

Fetched by compound from the list above:
SMILES | PrPC TRFRET | MazF activator | Mtb BioA inh | GDH-TPI counter | Rv3671c protease | BoNT F protease | Mtb UGM inh | FBA Mtb inh | FadD28 binding
O=C(c1cc(-c2ccc3c(c2)OCO3)on1)N1CCN(c2ccc(F)cc2)CC1 | -2 | -10 | -1.5 | 3 | 2 | -18 | . | 2 | 0.5
O=C(O)c1ccccc1-c1ccccc1C(=O)Nc1ccc(OC(F)(F)F)cc1 | 5 | -4 | -0.5 | 18 | . | 18 | 1.9 | 0 | -0.4

Other records
SMILES | PrPC TRFRET | MazF activator | Mtb BioA inh | GDH-TPI counter | Rv3671c protease | BoNT F protease | Mtb UGM inh | FBA Mtb inh | FadD28 binding
CCCNC(=O)c1cccc(S(=O)(=O)N2CC3(C)CC2CC(C)(C)C3)c1 (stereo unspecified) | 3 | 5 | 1.2 | 9 | 2 | -4 | -0.7 | -1 | -2.5
COc1cc(C(=O)Nc2ccc(Oc3ncnc4sc(-c5ccccc5)cc34)cc2)cc(OC)c1OC | 1 | -14 | -0.7 | 2 | -6 | 25 | 0.5 | 1 | -1.4
COc1ccc(Cl)cc1NC(=O)C(C)OC(=O)c1ccc(NS(=O)(=O)c2ccc3[nH]c(=O)[nH]c3c2)cc1 (stereo unspecified) | 12 | 0 | 8.9 | 10 | -146 | -11 | -0.9 | 0 | -2.8
Cn1c(=O)n(C)c2cc([N+](=O)[O-])c(N3CCN(S(=O)(=O)c4ccc5ccccc5c4)CC3)cc21 | -7 | -7 | -1.0 | 7 | 9 | -3 | 2.1 | 2 | 2.9
COC(=O)c1ccccc1NC(=O)c1cc(-c2ccc(O)cc2)on1 | 11 | -45 | 0.2 | -1 | -4 | -5 | -0.9 | 1 | -1.4
O=C(Nc1cccc(S(=O)(=O)N2CCOCC2)c1)c1cc2c(s1)CCC2 | -2 | 3 | 2.9 | 5 | -2 | -16 | -2.5 | 2 | -2.7
COc1cccc(C(=O)NNS(=O)(=O)c2ccc(F)cc2)c1 | -3 | -2 | -0.4 | -1 | -3 | 10 | -1.3 | -1 | -2.9
Cc1ccc(C(=O)NCC(=O)O)o1 | 12 | 7 | . | -6 | -4 | -6 | 1.3 | -8 | -3.3
COc1cccc(CN2CCNC(=O)C2CC(=O)NC2CCCCCCC2)c1 (stereo unspecified) | 1 | -14 | -1.8 | 9 | -2 | 0 | -1.9 | 0 | -0.8
Cc1ccc(OCC(=O)N2CCN(Cc3ccc4c(c3)OCO4)CC2)cc1C | 6 | -5 | . | -9 | -24 | 1 | 0.3 | -1 | -4.2
CCCCNS(=O)(=O)c1ccc2nc(SCC(=O)N3CC(C)OC(C)C3)[nH]c2c1 (stereo unspecified) | 3 | 0 | . | 14 | 6 | -5 | 1.7 | 4 | 0.4
CN(Cc1nc2ccccc2n1C)C(=O)c1ccco1 | -1 | 3 | -1.5 | 5 | 3 | -1 | 1.1 | -1 | -3.4
CN(C(=O)c1ccncc1)c1nnc(-c2cccnc2)s1 | 5 | 5 | 15 | 8 | 1 | -1 | 2.3 | 6 | -1.8
CCn1cc(C(=O)NCc2ccc(C)o2)c2cc(OC)c(OC)cc2c1=O | 2 | 15 | -0.7 | 7 | 3 | 10 | -0.4 | 0 | 0.6
Cc1ccc(-n2ncc3c2CCCC3NC(=O)c2ccccc2N2CCOCC2)cc1C (stereo unspecified) | 7 | 0 | 0.1 | 1 | 0 | . | 1.6 | -2 | 0.0
c1cncc(CNc2ncnc3sc4c(c23)CCCC4)c1 | 4 | 6 | . | 6 | 0 | 1 | 2.5 | 3 | -3.9
C/C(=N/NC(=O)c1cc(Cl)ccc1O)C12CC3CC(CC(C3)C1)C2 | 7 | 0 | 0.5 | 6 | 9 | -3 | 2.9 | 6 | -4.5
COc1cc(C2CC(=O)c3c(ccc4ccccc34)N2)ccc1O (stereo unspecified) | -6 | 2 | 0.0 | 0 | -8 | -3 | 0.3 | -2 | -1.8
COc1ccc(C2=NN(c3nc4ccccc4s3)C(=O)/C2=C\N(C)C)cc1 | 5 | -2 | 1.7 | 16 | -2 | -8 | -1.8 | 1 | -2.0
CCCc1cc(=O)oc2c(C)c3occ(C)c3cc12 | 3 | 0 | -1.6 | 15 | -9 | 2 | 0.0 | 5 | -2.5

Among those listed so far, these contain an aryl thioether with sulfur outside any ring:
SMILES | PrPC TRFRET | MazF activator | Mtb BioA inh | GDH-TPI counter | Rv3671c protease | BoNT F protease | Mtb UGM inh | FBA Mtb inh | FadD28 binding
CCCCN(CC)CCCNC(=O)c1ccc(CSc2nc3ccncc3[nH]2)cc1 | 6 | 3 | -0.8 | 6 | -2 | -5 | -1.9 | -3 | 0.0
CCn1c(SCC#N)nc2c(c1=O)C1(CCCC1)Cc1ccccc1-2 | 10 | -5 | -2.0 | 8 | -6 | -7 | -1.8 | -1 | -2.9
CCCCNS(=O)(=O)c1ccc2nc(SCC(=O)N3CC(C)OC(C)C3)[nH]c2c1 (stereo unspecified) | 3 | 0 | . | 14 | 6 | -5 | 1.7 | 4 | 0.4
